Screening results deposited in PubChem by several laboratories.
MT stabilize HCS = stabilizes microtubules in HeLa cells | 200,000 tested, 0.83% active | AID 2205 | HeLa tubulin immunostaining HCS, 24 h; share of cells brighter than vehicle mean+2SD | % tubulin-high responders, % at 10 µM;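 active = plate Z-score above 3 for both tubulin-high and condensed-nucleus cell shares, with cell loss under 80%, at 10 µM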;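 note: anti alpha tubulin signal scored within the nucleus-defined area of each cell; some results filed as inactive read as strong as hits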
Yfh1-depleted yeast = mitochondrial function rescue without frataxin homolog – Friedreich's ataxia, plus single-dose screen, dose response (AID 1465) | one-dose fold induction at 50 µM; EC50 in µM for titrated hits | S. cerevisiae Yfh1-off respiration, WST-1 reduction, 72 h; higher fold induction means a stronger effect | 220,000 tested, 0.074% active;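 active = fold induction of absorbance versus untreated yeast above a set limit, then at least 30% activation at any dose in follow-up; inconclusive = repeats straddling the limit, or above it without dose testing; inactive = fold induction below the set limit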;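 note: activators that raise dye reduction in frataxin-depleted yeast; strong numbers were not always called active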
Dynein transport = blocks dynein driven cargo transport along microtubules; 3617.4 mouse cells, GR-EGFP nuclear translocation imaging; test concentration mostly 20 µM; stimulated with dexamethasone, 1 µM; active compounds read low; z-score, hits read low; 220,000 tested, 0.47% active;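 active = plate z-score of nuclear minus cytoplasmic receptor signal below a set negative limit, without overly bright fluorescence or cell loss, cut at about -3.5 in these data, passing the limit was not always enough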;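 note: z-score of nuclear minus cytoplasmic ring GR-EGFP intensity difference per well; some compounds called inactive have numbers as strong as hits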
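Buffer or medium: tetracycline-free induction medium containing charcoal-stripped FBS / Reagent: dexamethasone agonist, 1.0 µM final, for 30 min / Technique: automated 10x imaging of fixed Hoechst-stained cells / Times: induction 48 h, compound 1 h, agonist 30 min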
M1AAP inhibition = malaria alanyl aminopeptidase activity blockers – biochemical, fluorogenic H-Leu-NHMec substrate, 1536-well (AID 1445). recombinant M1AAP, H-Leu-NHMec fluorogenic kinetic assay; higher % means a stronger effect. inhibition, % at 30 µM; hits with a dose series show IC50 in µM. 220,000 tested, 0.42% active;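 active = primary inhibition above the hit cutoff, then over 50% inhibition at one or more dose response concentrations, cut at about 23% in these data, passing the limit was not always enough; inconclusive = conflicting primary data, or primary hits not chosen for dose response; inactive = low primary inhibition, or under 50% at every dose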;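 note: plate controls were DMSO full reaction for no effect and no enzyme background for full effect; strong numbers were not always called active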
Autophagy HCS = alters autophagy in cells | AID 463193 | MEF GFP-LC3 puncta imaging; test concentration mostly 10 µM | calls only at 10 µM (by protocol) | 190,000 tested, 0.98% active;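 active = percentage of spot-positive cells more than 3 SD above its plate mean, without a fluorescence outlier flag or 80% toxicity; inconclusive = no clear call, values can overlap the other calls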;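 note: spot-positive cell cutoff set from DMSO-treated cells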
P. falciparum M17LAP = P. falciparum M17LAP inhibitors, primary screen, biochemical, fluorogenic H-Leu-NHMec substrate, 1536-well (AID 1619); 220,000 tested, 0.38% active; recombinant M17LAP, H-Leu-NHMec fluorogenic kinetic assay; higher % means a stronger effect; one-dose inhibition, % at 30 µM; IC50 in µM for titrated hits;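 active = compound inhibiting the enzyme by more than half at any dose during confirmatory dose-response retesting; inconclusive = strong single-dose inhibitors picked by rank but not retested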;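 note: plate controls were full reaction with DMSO carrier for no effect and no enzyme background for full effect; strong numbers were not always called active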
ER stress rescue = rescue of cells from ER stress-induced death, primary screen, 384-well, CSM14.1, thapsigargin, ATP luminescence (AID 1222); CSM14.1 thapsigargin-induced death rescue, ATP luminescence; higher % means a stronger effect; cellular ATP content (survival), % at 20 µM; hits with a dose series show EC50 in µM; 190,000 tested, under 10 active;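 active = EC50 below 50 µM in the dose-response confirmation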;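 note: death triggered by thapsigargin at about 15 µM added after 2 h compound pretreatment; cell ATP read after overnight thapsigargin exposure of roughly 18 to 22 hours; normalized against plate controls of thapsigargin alone and 5% DMSO vehicle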
Hep lipid drop = modulators of hepatic lipid droplet formation | AML12 mouse hepatocytes, oleate lipid droplets, BODIPY imaging | inhibition, % at 6.5 µM | 240,000 tested, 0.4% active;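 active = lipid droplet intensity inhibited by at least 50%, with more than 500 cells counted; inconclusive = wells with under 300 cells, treated as cytotoxic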
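Assay system: AML12 hepatocytes (mouse); Probe or stimulus: oleic acid at 100 µM to induce lipid droplet formation; Dosing: compound at 6.5 µM only; Schedule: compound with oleate, overnight; Detection: fluorescence imaging, 20x objective, two fields per well; Measure: % inhibition of lipid droplet signal.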
Insulin prom up = MIN6 insulin promoter up-regulation; 190,000 tested, 0.3% active; MIN6 insulin promoter-GFP reporter, high-content imaging; active compounds read high; z-score at 5 µM;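 active = z-score above 3 at 5 µM with at least 500 cells counted in the well; inconclusive = wells under 500 cells, flagged as cytotoxic or low count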
Dynein transport cytoplasmic EGFP = recorded beside Dynein transport, whose call it bears; z-score; measured here: cytoplasmic GR-EGFP intensity; active compounds read high
Dynein transport nuclear GR-EGFP = second read-out of Dynein transport, no call of its own (marks repeat the call); z-score; measured here: nuclear GR-EGFP intensity;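 lower value marks the stronger effect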
Dynein transport cell count = second read-out of Dynein transport, no call of its own (marks repeat the call); z-score; measured here: cell count per field
Insulin prom up cell count = recorded beside Insulin prom up, whose call it bears; cell count; measured here: cytotoxicity, nuclei count;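 total cells summed across four imaged fields per well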
Hep lipid drop cells 6.5 µM = recorded beside Hep lipid drop, whose call it bears; cell count; measured here: cell count, cytotoxicity flag;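 cells counted across two imaged fields per well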
MT stabilize HCS Hoechst-high % = recorded beside MT stabilize HCS, whose call it bears; % Hoechst-high responders; measured here: nuclear condensation Hoechst responders;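 share of cells brighter than vehicle mean plus two SD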
MT stabilize HCS cytotoxicity % = also measured in MT stabilize HCS; calls as there; toxicity, %; measured here: cytotoxicity by cell density;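 0% = mean cell density of plate MIN control wells and 100% = no cells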
Autophagy HCS cell loss 18 h = second read-out of Autophagy HCS, no call of its own (marks repeat the call); toxicity, %; measured here: cell loss, nuclei count;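 cell loss after 18 h compound exposure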
The depositor's hits bear a star; i = inactive; u = inconclusive; x = no result given; + = active, no number. The order is random, and some 3.5% of all compounds hit somewhere here.

SMILES | MT stabilize HCS | MT stabilize HCS Hoechst-high % | MT stabilize HCS cytotoxicity % | Yfh1-depleted yeast | Dynein transport | Dynein transport cytoplasmic EGFP | Dynein transport nuclear GR-EGFP | Dynein transport cell count | M1AAP inhibition | Autophagy HCS | Autophagy HCS cell loss 18 h | P. falciparum M17LAP | ER stress rescue | Hep lipid drop | Hep lipid drop cells 6.5 µM | Insulin prom up | Insulin prom up cell count
CCOC(=O)c1c(NC(=O)C2CCCO2)sc(C(N)=O)c1C (centres undefined) | 3.0 | 2.2 | 2.1 | i | 1 | -0.24 | 0.7 | -1.1 | -1% | i | -2 | 7% | 0.9% | -1 | 640 | 0.01 | 1302
Nc1cccc(Cl)c1N1CCOCC1 | 2.8 | 2.0 | 7.5 | i | 1.3 | -0.24 | -0.48 | 0.36 | 5% | i | 1 | 5% | 0.3% | x | x | 0.19 | 1650
c1ccc(Oc2ccc(-n3cnnn3)cc2)cc1 | 2.2 | 0.8 | 3.5 | i | 0.64 | -0.25 | 0.7 | 1.1 | 5% | i | -1 | 2% | x | -2 | 622 | -0.04 | 1178
CCCCn1c(O)c(/C=C/C=C/C=Nc2ccccc2)sc1=S | 5.2 | 1.2 | 1.6 | i | -0.83 | 2.8 | 0.099 | -1.4 | 1% | i | -18 | 7% | x | 61* | 691* | 4.7* | 1185*
CCOC(=O)c1ccc(N2C(=O)CC(N(C)CCc3ccc(OC)c(OC)c3)C2=O)cc1 (centres undefined) | 1.3 | 1.8 | 38 | i | 0.35 | -0.22 | 0.57 | 0.19 | 2% | i | 5 | 1% | x | -3 | 665 | -0.08 | 1312
COc1ccccc1N1CCN(C(c2ccc(C)cc2)c2nnnn2C(C)C)CC1 (centres undefined) | 5.5 | 2.6 | 13 | i | -0.38 | -0.14 | 0.053 | 0.54 | 1% | i | 10 | 5% | 4.7% | x | x | -0.51 | 1235
Cc1ccccc1C(=O)O/N=C/c1c(N2CCOCC2)n(C)c2ccccc12 | 3.6 | 3.5 | 2.6 | i | -0.074 | -0.21 | 0.5 | 0.85 | -4% | i | -2 | 8% | -3.8% | x | x | -1.4 | 575
CCCN1CN(CCc2ccccc2)CNC1=S | 6.0 | 2.7 | 13 | i | 0.33 | -0.27 | -0.08 | -0.0054 | 4% | i | -8 | -2% | 2.3% | 7 | 494 | -0.29 | 1334
COc1ccc(S(=O)(=O)N2C3CCC2CC(NC(=O)NC2CCCCC2)C3)cc1 (centres undefined) | 2.5 | 2.0 | 7.9 | i | -0.12 | -0.13 | 0.11 | 0.33 | 8% | i | 1 | 5% | -0.1% | 6 | 782 | x | x
O=C(c1ccco1)N1CCN(c2ccc(F)cc2)CC1 | 3.4 | 1.9 | 5.6 | i | 2.5 | 0.00061 | 0.95 | -2.5 | -6% | i | 20 | 67% | -0.2% | 3 | 733 | 0.11 | 1362
Cc1ccc(NC2c3ncccc3C(=O)N2C2CCCCC2)cc1 (centres undefined) | 4.2 | 0.9 | 4.4 | i | -0.32 | -0.37 | -0.038 | 0.67 | 1% | i | 11 | -5% | -3.3% | x | x | -0.06 | 1526
O=c1c2ccccc2nc(-c2ccco2)n1Cc1ccccc1 | 3.1 | 1.9 | 3.6 | i | -0.58 | -0.26 | -0.34 | 0.75 | 7% | i | 0 | -2% | -1.7% | 0 | 716 | -0.79 | 1292
C=C1N(CCCCCC(=O)O)C(=O)OC12CCCCC2 | 5.2 | 1.4 | 8.0 | i | 0.68 | -0.19 | 0.51 | -0.013 | 1% | i | 15 | 5% | -1.3% | 3 | 706 | 0.06 | 1252
Cc1ccc(-n2c(SCC(N)=O)nc3c(c2=O)C2(CCCC2)Cc2ccccc2-3)cc1 | 1.9 | 2.2 | 1.6 | i | 0.0086 | -0.24 | 0.075 | 0.46 | 4% | i | -6 | -3% | -0.4% | 12 | 660 | -0.69 | 1399
COc1ccc(NC(=O)CN(C)S(=O)(=O)c2ccccc2)c([N+](=O)[O-])c1 | 0.7 | 1.8 | 9.9 | i | -0.4 | -0.04 | -0.31 | 0.77 | 9% | i | 12 | 6% | -3.6% | x | x | -0.11 | 1518
Cc1ccc(Nc2cc(C)nc(NCc3ccccc3)n2)cc1 | 30* | 35* | 28* | i | -0.053 | -0.13 | -0.017 | 0.4 | u | i | -2 | -2% | -3.2% | -12 | 640 | -0.03 | 778
O=C(Nc1ccc(Cl)cc1)OCc1cncs1 | 1.2 | 1.5 | 9.4 | i | -0.43 | -0.33 | -0.0037 | 0.075 | -2% | i | 36 | -58% | -1.5% | x | x | 1.6 | 667
CC(=O)c1cn(CC(=O)Nc2ccccc2C)c2ccccc12 | 2.5 | 1.8 | 9.9 | i | -0.33 | -0.13 | -0.77 | 0.21 | 5% | i | 8 | 6% | -0.3% | x | x | -0.32 | 1319
O=C1CS/C(=C/C(=O)c2ccccc2)N1 | 5.7 | 4.3 | 3.3 | i | -0.032 | -0.33 | -0.23 | 0.085 | 25%* | i | -6 | 10% | -1.9% | x | x | 0.01 | 1243
CCn1ccnc1C(O)c1cccc(OC)c1OC (centres undefined) | 3.8 | 2.3 | 1.3 | i | -0.46 | -0.23 | -0.12 | -0.012 | 10% | i | 12 | 11% | -0.3% | x | x | 1.2 | 705
CCC(C)NC(=O)c1cc(-c2ccc(OC)cc2)on1 (centres undefined) | 1.2 | 1.9 | 4.6 | i | -0.29 | -0.29 | 0.15 | 0.034 | 2% | i | 3 | 13% | -1.8% | -1 | 709 | -0.3 | 850
N#Cc1c(-c2ccccc2F)cc(C2CC2)nc1SCC(=O)c1cccs1 | 7.4 | 2.0 | 7.0 | i | -0.94 | 6 | 0.45 | 0.11 | 7% | + | -16* | 3% | -0.3% | 10 | 709 | 1.3 | 1345
CN1N=C(/C=C/c2ccccc2)CCC1=O | 2.1 | 1.8 | 1.8 | i | -0.17 | -0.22 | -0.17 | 0.58 | 9% | i | -10 | 44% | 1.2% | 20 | 704 | -1.1 | 1189
CN(C)C(=O)C(=O)c1c(-c2ccccc2)cc2ccccn12 | 3.0 | 1.4 | 5.9 | i | -0.37 | -0.22 | -0.49 | 0.35 | 15% | i | 16 | 10% | -2.3% | 2 | 513 | 0.52 | 1877
CCOC(=O)c1c(NC(=O)C(=O)N/N=C/c2ccccc2O)sc2c1CCCCC2 | 5.0 | 16 | 38 | i | -0.23 | -0.063 | 0.091 | 0.22 | -3% | i | 10 | 6% | 0.9% | 6 | 615 | -0.62 | 1184
CCOC(=O)C(NC(=O)c1ccccc1Cl)(Nc1ccc(C)c(C)c1)C(F)(F)F (centres undefined) | 2.1 | 1.4 | 13 | i | 0.9 | -0.19 | 0.85 | -1.4 | 4% | i | 3 | -9% | -1.8% | 21 | 624 | -0.23 | 1102
Cc1ccc(S(=O)(=O)N/N=C\c2cn(-c3ccccc3)nc2-c2ccccc2)cc1 | 3.7 | 1.5 | 6.4 | i | -0.46 | -0.22 | 0.02 | 1.8 | 11% | i | 20 | 8% | 1.0% | x | x | 0.11 | 1690
Cc1cccc(C(CC(=O)NCCc2ccccc2)c2ccccc2)c1O (centres undefined) | 4.5 | 3.7 | 2.6 | i | -0.73 | -0.34 | 0.15 | 0.83 | -4% | i | 7 | -1% | -1.6% | -21 | 654 | 1.1 | 1650
Cc1ccc2cc(C#N)c(NCCNC(=O)C3CC3)nc2c1C | 5.8 | 2.9 | 0.3 | x | -1 | 0.032 | -0.35 | 0.047 | 2% | i | 3 | -9% | -1.0% | x | x | -1.2 | 1041
O=C(COC(=O)CSCC(=O)N1CCCCC1)NCc1ccc(F)cc1 | 1.6 | 2.3 | 11 | i | -0.31 | -0.2 | 0.012 | -0.24 | 0% | i | 0 | 12% | 2.0% | x | x | -0.02 | 1363
O=C(CNC(=O)c1cccs1)NCC(=O)OCc1ccc(Cl)cc1Cl | 2.4 | 1.7 | 5.5 | i | 0.25 | -0.074 | 0.72 | 0.2 | 0% | i | -20 | 0% | -0.1% | x | x | -0.25 | 1592
O=[N+]([O-])c1cccnc1N/N=C/c1ccccc1O | 3.8 | 2.3 | 1.2 | i | -0.41 | -0.11 | -0.22 | 0.95 | -3% | i | 42 | 9% | 0.8% | -1 | 611 | -1.4 | 1358
CCOC(=O)C1=NN(c2ccccc2)C2=NC(C)=C(C(=O)OC)C(c3ccc(C)cc3)N12 (centres undefined) | 3.8 | 2.1 | 5.4 | i | -1.2 | -0.31 | -0.95 | 0.98 | 8% | i | 1 | 10% | 5.2% | u | x | x | x
